E-selectin induc – E-selectin induction on HUVECs; HUVEC E-selectin immunofluorescence imaging; normalized: neutral wells 0, TNF-alpha wells 100; activation, % at 7.58 µM; 260,000 tested, 0.37% active; AID 686992;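 active = mean E-selectin-positive cell signal at least 10% of the positive control, reached in at least 60% of replicates, without over 20% cell loss; inconclusive = no rule given, readout overlaps actives, possibly toxicity-flagged; inactive = the rest, including those meeting only one limit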;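 note: in these data hits start at about 27%; measured in HUVEC primary endothelial cells; signal is the percent of cells scored E-selectin positive by PE staining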
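Read-out: % PE-positive cells | Test system: HUVEC | Doses: One compound dose added by pin transfer | Buffer or medium: EGM-2 over gelatin coat | Signal: Immunofluorescence imaging | Benchmarks: TNF-alpha, DMSO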
XiGFP reactiv – activators of X-chromosome reactivation in mouse fibroblasts; XiGFP mouse fibroblasts, % GFP-positive cells imaging, 3 d; cells co-treated with 5-aza-dC sensitizer; scaled so ellipticine positive control = 100%; activation, % at 7.58 µM; 360,000 tested, 0.055% active;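 active = mean normalized replicate activation at least 10% and every replicate at or above 10%; inconclusive = only one of the two criteria met; inactive = mean below 10% and not all replicates reach 10%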;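 note: 0% = median of on-plate neutral control wells and 100% = ellipticine 6 µM median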
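assay system = SV40-immortalized XiGFP fibroblast cells, line 68-5-11 | buffer or medium = DMEM plus 5-aza-dC sensitizer | doses = single-point pinned compound dosing | times = 3-day compound exposure, then 15 min fixation at room temperature | benchmarks = positive control ellipticine, 6 µM final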
esBAF inh – blocks esBAF chromatin remodeling in mouse ES cells; Bmi1-luciferase knock-in reporter, 24 h; 100% = twice the neutral-well signal; reporter increase, % at 12.5 µM; 350,000 tested, 2% active; AID 602393; in the data active = activation above about 40%; inconclusive = no clear call, values can overlap the other calls;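 note: 0% = median of the plate's neutral control wells and 100% = double that signal; a rise in the Bmi1 reporter signal indicates esBAF inhibition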
S100A4 MyoIIA – blocks human S100A4 binding to myosin IIA peptide | P26447 | S100A4/TAMRA-MyoIIA peptide fluorescence polarization | inhibition, % at 10.7 µM | 360,000 tested, 0.14% active | AID 652163;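 active = mean inhibition of at least 70% across replicates, with every replicate also reaching that level; inconclusive = mean inhibition reaches 70% but some replicates fall short; inactive = mean inhibition below 70%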
Target sequence (P26447 whole entry, looked up): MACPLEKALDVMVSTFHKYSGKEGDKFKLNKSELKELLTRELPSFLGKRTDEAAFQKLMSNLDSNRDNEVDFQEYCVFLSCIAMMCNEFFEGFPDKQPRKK
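Material: human S100A4 monomer with TAMRA-labelled myosin IIA peptide; buffer or medium: HEPES pH 7.2 with CaCl2, KCl, NaCl, DTT, Triton; compound dosing: one concentration per compound; schedule: 5 min incubation before reading; benchmarks: neutral control DMSO, positive control TFP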
RAD54 branch – blocks human RAD54 Holliday junction branch migration; FAM/BHQ fluorescence; Q92698; inhibition, % at 10.4 µM; 360,000 tested, 0.14% active;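 active = mean normalized replicate activity at least 40 and at least half of replicates scoring 40 or more; inconclusive = only one of the two criteria met; inactive = mean below 40 and under half of replicates reaching 40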;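 note: 0% = median of neutral control wells and 100% = median of positive control wells; inhibitors cause a drop in the FAM fluorescence signal; in these data hits start at about 50%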
ERAP1 inh – ERAP1 (human) enzyme inhibition. 340,000 tested, 0.15% active. inhibition, % at 10.7 µM. AID 652197. recombinant ERAP1, Leu-AMC fluorescence, 60 min. Q9NZ08;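 active = mean replicate inhibition of at least 30%, or all replicates individually reaching that 30% level; inactive = mean below 30% and not every replicate reaching it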;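 note: 0% = neutral control wells and 100% = L-leucinethiol positive control wells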
Target sequence (Q9NZ08 whole entry, looked up): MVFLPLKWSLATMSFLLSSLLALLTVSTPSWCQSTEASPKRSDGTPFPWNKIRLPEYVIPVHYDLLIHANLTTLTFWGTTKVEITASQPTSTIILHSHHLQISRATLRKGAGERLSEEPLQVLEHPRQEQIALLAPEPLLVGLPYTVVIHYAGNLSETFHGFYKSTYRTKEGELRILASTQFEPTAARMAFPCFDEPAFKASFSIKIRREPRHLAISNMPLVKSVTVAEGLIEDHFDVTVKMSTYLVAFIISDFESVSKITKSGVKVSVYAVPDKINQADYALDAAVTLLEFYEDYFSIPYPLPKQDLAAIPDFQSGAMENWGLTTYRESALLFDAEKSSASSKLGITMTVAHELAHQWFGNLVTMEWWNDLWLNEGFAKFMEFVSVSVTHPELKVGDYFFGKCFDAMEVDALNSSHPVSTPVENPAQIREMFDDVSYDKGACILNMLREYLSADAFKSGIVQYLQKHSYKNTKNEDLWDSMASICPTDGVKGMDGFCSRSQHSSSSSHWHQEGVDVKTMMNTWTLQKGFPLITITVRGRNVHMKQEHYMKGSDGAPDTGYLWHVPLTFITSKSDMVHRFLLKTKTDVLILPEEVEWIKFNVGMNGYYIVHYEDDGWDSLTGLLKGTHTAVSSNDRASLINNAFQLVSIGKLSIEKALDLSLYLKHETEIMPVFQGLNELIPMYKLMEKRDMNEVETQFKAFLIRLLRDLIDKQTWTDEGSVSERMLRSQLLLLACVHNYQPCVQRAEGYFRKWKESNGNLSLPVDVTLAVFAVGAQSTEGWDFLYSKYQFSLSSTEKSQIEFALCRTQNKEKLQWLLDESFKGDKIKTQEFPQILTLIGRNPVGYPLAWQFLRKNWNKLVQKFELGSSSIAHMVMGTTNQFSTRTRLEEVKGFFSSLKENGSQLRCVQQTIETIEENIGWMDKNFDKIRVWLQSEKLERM
RAD52 anneal inh – RAD52 (human) annealing inhibition; P43351; recombinant RAD52 DNA annealing, FRET fluorescence; inhibition, % at 18.7 µM; 360,000 tested, 0.46% active;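 active = every replicate showing at least 50% inhibition; inconclusive = mean inhibition at least 50% but not in every replicate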
ERp5 block – inhibitors of human ERp5; Q15084; ERp5 insulin aggregation, absorbance 650 nm, 90 min; inhibition, % at 9.99 µM; 350,000 tested, 0.05% active; AID 651711;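 active = mean replicate inhibition above about 25%, with every replicate also reaching it, limit read from the data, passing the limit was not always enough; inconclusive = only one of those two criteria met; inactive = neither criterion met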
* = called active by the depositor; ? = inconclusive; nt = no result given.

1: COc1ccc(C(C)(C)C)cc1NC(=O)CN(C)C1=NS(=O)(=O)c2ccccc21
2: CCCNC(=O)Nc1ccc2c(c1)C(=O)N(C)C[C@@H](OC)[C@H](C)CN(Cc1cccnc1)[C@H](C)CO2
3: O=C(N[C@H]1CC[C@H](CCNS(=O)(=O)c2ccc(Cl)cc2)O[C@@H]1CO)c1cnccn1
4: Cc1nnc(Nc2ccc(Cl)c(C(F)(F)F)c2)[nH]c1=O
5: O=C(c1ccc2c3c(cccc13)CC2)C1CCCN(C(=O)c2cccnc2)C1 (configuration not stated)
6: COc1ccc(-c2cn3cccnc3n2)cc1NC(=O)C(C)C
7: CC1CN(S(=O)(=O)c2ccc(C(=O)Nc3ccc(S(=O)(=O)Nc4nccs4)cc3)cc2)CC(C)O1 (configuration not stated)
8: CSc1nc(=O)[nH]nc1Sc1ccccc1
compound no.,1,2,3,4,5,6,7,8
E-selectin induc,0.0,0.2,-0.6,nt,nt,0.7,-1.9,0.1
XiGFP reactiv,0.1,-0.3,0.2,0.0,0.1,0.0,0.4,0.6
esBAF inh,-5,2,4,nt,nt,-2,nt,nt
S100A4 MyoIIA,-2,-25,0,-4,0,-2,-17,-3
RAD54 branch,-5,-10,1,nt,nt,-7,nt,-5
ERAP1 inh,3,2,0,-3,-5,1,0,-1
RAD52 anneal inh,-45,9,-17,-11,-12,-20,-19,-5
ERp5 block,-2,-2,4,4,0,4,1,-10

Sorted by molecular weight (smallest number first): part of the list above
8: CSc1nc(=O)[nH]nc1Sc1ccccc1
6: COc1ccc(-c2cn3cccnc3n2)cc1NC(=O)C(C)C
1: COc1ccc(C(C)(C)C)cc1NC(=O)CN(C)C1=NS(=O)(=O)c2ccccc21
compound no.,8,6,1
E-selectin induc,0.1,0.7,0.0
XiGFP reactiv,0.6,0.0,0.1
esBAF inh,nt,-2,-5
S100A4 MyoIIA,-3,-2,-2
RAD54 branch,-5,-7,-5
ERAP1 inh,-1,1,3
RAD52 anneal inh,-5,-20,-45
ERp5 block,-10,4,-2

Carrying on:
9: COc1ccc(/C=C(/C(=O)NCc2ccccc2)c2ccccc2)cc1
10: COc1ccc2cc(-c3ccccc3F)ncc2c1
11: O=C(C[C@H]1C=C[C@H](NC(=O)Cc2cccnc2)[C@H](CO)O1)Nc1ccccc1
12: CN(C)CCCNC(=O)COc1ccc(Br)cc1Cl
13: Cc1nn(-c2ccccc2)c(C)c1NC(=O)COc1cc(F)ccc1[N+](=O)[O-]
14: CCOc1ccc2oc(C(=O)OCC(=O)NCC3CCCO3)c(C)c2c1 (configuration not stated)
15: Cc1ccc(S(=O)(=O)NCc2ccccc2)cc1C(=O)NCc1ccncc1
16: Cc1ccc(S(=O)(=O)N(C)C[C@@H]2Oc3c(NC(=O)c4cnccn4)cccc3C(=O)N([C@@H](C)CO)C[C@H]2C)cc1
compound no.,9,10,11,12,13,14,15,16
E-selectin induc,nt,0.1,0.2,0.1,-0.3,1.0,0.2,-0.1
XiGFP reactiv,0.0,0.0,0.9,0.0,0.2,0.2,0.2,-0.1
esBAF inh,nt,-13,-3,nt,10,26,-3,-2
S100A4 MyoIIA,-3,-2,7,1,0,-4,-1,11
RAD54 branch,nt,0,3,nt,4,-1,-5,5
ERAP1 inh,-1,1,14,-6,1,-1,1,0
RAD52 anneal inh,-13,3,7,-9,-18,-16,-15,4
ERp5 block,0,0,2,-12,8,6,-2,-5

By substructure, the entries above with fluorine (3)
4: Cc1nnc(Nc2ccc(Cl)c(C(F)(F)F)c2)[nH]c1=O
10: COc1ccc2cc(-c3ccccc3F)ncc2c1
13: Cc1nn(-c2ccccc2)c(C)c1NC(=O)COc1cc(F)ccc1[N+](=O)[O-]
compound no.,4,10,13
E-selectin induc,nt,0.1,-0.3
XiGFP reactiv,0.0,0.0,0.2
esBAF inh,nt,-13,10
S100A4 MyoIIA,-4,-2,0
RAD54 branch,nt,0,4
ERAP1 inh,-3,1,1
RAD52 anneal inh,-11,3,-18
ERp5 block,4,0,8

The list continues.
17: CCOC(=O)C(=O)Nc1sc(C(=O)N2CCOCC2)c(C)c1C#N
18: O=C(OCC(=O)C12CC3CC(CC(C3)C1)C2)c1cnccn1
19: COc1ccc(CC(N)c2csc(Nc3cc(NCc4ccco4)ncn3)n2)cc1 (configuration not stated)
20: Cn1ncc2c(Nc3ccc4ccccc4c3)ncnc21
21: O=C(N/C(=C/c1cccnc1)C(=O)N1CCOCC1)c1ccccc1F
22: C[C@H]1C=C(C(=O)N2CCOCC2)O[C@@H](OCc2ccc(CO)cc2)C1
23: Cc1ccc(S(=O)(=O)N(C)C[C@@H]2Oc3ccc(NC(=O)NC4CCCCC4)cc3CC(=O)N([C@H](C)CO)C[C@H]2C)cc1
24: CC(=O)Nc1ccc(S(=O)(=O)NCCC(=O)N2CCCCC2)cc1
compound no.,17,18,19,20,21,22,23,24
E-selectin induc,nt,nt,0.0,nt,-0.4,0.0,0.1,-0.1
XiGFP reactiv,0.1,0.0,0.2,nt,0.8,0.0,0.1,0.0
esBAF inh,nt,nt,-2,53*,-1,2,6,nt
S100A4 MyoIIA,-2,-3,-5,-1,-1,-1,15,1
RAD54 branch,nt,1,-11,1,nt,-9,6,nt
ERAP1 inh,1,2,3,7,2,2,-1,-1
RAD52 anneal inh,1,-6,-11,-1,-4,3,17,-12
ERp5 block,2,-5,-1,4,5,-3,-8,5

25: C[C@@H]1CN([C@@H](C)CO)C(=O)Cc2cc(NS(=O)(=O)c3cn(C)cn3)ccc2O[C@@H]1CN(C)Cc1ccccc1
26: O=C(NCc1ccncc1)Nc1ccc(Cc2ccc(NC(=O)NCc3ccncc3)cc2)cc1
27: C[C@@H]1CN([C@@H](C)CO)C(=O)c2cccc(NC(=O)NC3CCCCC3)c2O[C@@H]1CN(C)C(=O)Nc1cccc2ccccc12
28: COCCOC(=O)C1=C(C)NC2=C(C(=O)CC(C)(C)C2)C1c1ccc(N(C)C)cc1 (configuration not stated)
29: CC(C)CC(=O)N1CCN(S(=O)(=O)c2ccc3ccccc3c2)CC1
30: NC1=NC[C@H](Cc2ccccc2)N1CCc1cccc(F)c1
31: O=C(/C=C/c1ccco1)Nc1ccc2c(c1)OCO2
32: O=C(c1ccccc1)c1ccc2nc(-c3ccc(NC(=O)c4ccccc4Br)cc3)[nH]c2c1
compound no.,25,26,27,28,29,30,31,32
E-selectin induc,-0.2,-3.4,3.4,nt,-1.1,-0.2,nt,nt
XiGFP reactiv,0.0,0.0,-0.6,nt,nt,0.2,1.0,nt
esBAF inh,6,0,1,1,12,0,nt,-1
S100A4 MyoIIA,10,1,-10,-6,10,-3,-5,8
RAD54 branch,-7,10,-5,9,5,0,nt,6
ERAP1 inh,2,1,-2,2,5,1,-2,2
RAD52 anneal inh,2,14,-3,7,4,3,3,-16
ERp5 block,2,0,4,5,5,1,1,4

33: COc1cc(CC2C(=O)Nc3ccccc32)cc(C)c1O (configuration not stated)
34: COc1ccc2c3c(n(C)c2c1)[C@H](CO)N(CC1CCCCC1)CC31CCN(C(C)=O)CC1
35: O=C(Cc1cccc(NC(=O)C2CCN(C(=O)c3ccccc3)CC2)c1)Nc1cccc(C(=O)N2CCOCC2)c1
36: Cc1cc2nc(-c3ccc(F)cc3)c(CC3CCCCC3)n2c(C)c1Br
37: COc1ccc(CNCc2ccc3c(c2)OCO3)cc1Br
38: COc1ccc(CNC(=O)Nc2nc(C(N)c3ccccc3)cs2)cc1 (configuration not stated)
39: O=C(Nc1ccc(NS(=O)(=O)c2ccccc2)cc1)c1ccccc1Cl
40: CCNC(=O)C[C@@H]1CC[C@@H]2[C@H](COC[C@H](O)CN2C(=O)CC)O1
compound no.,33,34,35,36,37,38,39,40
E-selectin induc,52*,-0.1,1.0,8.8,-0.1,-0.1,-0.1,0.0
XiGFP reactiv,0.1,0.2,0.0,0.0,0.0,0.1,-0.1,0.0
esBAF inh,-6,nt,-7,nt,9,-5,5,3
S100A4 MyoIIA,-4,-9,-8,8,-11,-2,-4,-2
RAD54 branch,-3,nt,4,nt,0,-9,1,5
ERAP1 inh,0,3,-8,nt,-5,20,3,1
RAD52 anneal inh,-13,-221,0,-4,-5,-62,-18,5
ERp5 block,-3,1,0,7,8,3,-6,1

41: COCC(=O)Nc1ccc(C(C)C)cc1
42: O=S(=O)(c1ccc(Cl)cc1)N(Cc1ccccn1)Cc1ccccn1
43: CCOc1ccccc1N1CCN(C(=O)C2=CC=CN3CCS(=O)(=O)N=C23)CC1
44: Cc1noc(C)c1NC(=O)N(C)C[C@@H]1Oc2ccc(NS(=O)(=O)c3ccc(Cl)cc3)cc2C(=O)N([C@H](C)CO)C[C@@H]1C
45: COc1cccc(S(=O)(=O)Nc2ccc3c(c2)C(=O)N(C)C[C@@H](OC)[C@H](C)CN(Cc2ccccc2F)[C@H](C)CO3)c1
46: O=C(Nc1ccnn1C1CCN(C2CCC2)CC1)c1cccc(F)c1
47: CCOc1ccc(NC(=O)CN2C(=O)NC3(CCCC3)C2=O)cc1S(=O)(=O)N1CCCCC1
48: COc1ccc(CN(C)C[C@H]2Oc3ccc(NC(=O)Nc4c(C)noc4C)cc3CC(=O)N([C@H](C)CO)C[C@H]2C)cc1
compound no.,41,42,43,44,45,46,47,48
E-selectin induc,nt,0.0,nt,0.1,-0.4,nt,1.6,-7.2
XiGFP reactiv,nt,0.1,0.7,0.1,0.0,-0.1,0.0,0.1
esBAF inh,-1,0,-5,3,-1,-5,5,-4
S100A4 MyoIIA,1,-13,1,10,-9,-2,1,13
RAD54 branch,2,3,6,2,6,17,-1,3
ERAP1 inh,-3,-2,56*,0,2,-3,-5,-1
RAD52 anneal inh,-12,-18,7,-9,-21,-11,-11,-15
ERp5 block,-1,-2,12,13,5,4,-3,-3

49: CC(C)NC(=O)N(C)C[C@H]1Oc2ccc(NS(=O)(=O)c3ccc(F)cc3)cc2CC(=O)N([C@H](C)CO)C[C@H]1C
50: COC(=O)C(NC(C)=O)(Nc1cccc(C)n1)C(F)(F)F (configuration not stated)
51: C[C@@H]1CCCCO[C@H](CN(C)Cc2ccccc2)[C@@H](C)CN([C@H](C)CO)C(=O)c2cc(NS(=O)(=O)c3cn(C)cn3)ccc2O1
52: CCOC(=O)CNc1nc(Cl)nc(Nc2ccc(OC)cc2OC)n1
53: O=C1C=C(Nc2cccc3cccnc23)c2ccccc2C1=O
54: OC[C@@H]1[C@H](c2ccc(Br)cc2)[C@@H]2CN(Cc3cncnc3)CCCCN12
55: COc1ccccc1-c1ccc([C@H]2[C@H](C#N)N(C(=O)C3CC3)[C@H]2CO)cc1
56: Cc1ccc[n+](CC(=O)c2ccc(Cl)cc2)c1
compound no.,49,50,51,52,53,54,55,56
E-selectin induc,-0.1,1.3,-0.2,nt,0.2,0.3,-0.3,nt
XiGFP reactiv,0.1,0.0,0.3,0.0,0.4,0.1,0.0,0.0
esBAF inh,0,-7,-5,-6,4,-2,-13,24
S100A4 MyoIIA,-5,4,-1,6,2,-16,3,-4
RAD54 branch,-1,nt,5,2,-18,1,2,-3
ERAP1 inh,0,nt,4,-1,-1,-1,1,1
RAD52 anneal inh,3,4,16,-3,-29,9,-9,-6
ERp5 block,-3,2,-3,-6,3,1,?,3
